Compound activity (PubChem BioAssay)
PPARg SRC1 recr – PPARgamma-driven SRC-1 recruitment agonism; P37231; PPARgamma-SRC-1 coactivator recruitment biochemical assay; activation, % at 8 µM; hit rate 0.41% among 200,000; in the data active = activation above about 19%;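 also: 0% = DMSO and 100% = reference agonist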
Target sequence (P37231 whole entry, looked up): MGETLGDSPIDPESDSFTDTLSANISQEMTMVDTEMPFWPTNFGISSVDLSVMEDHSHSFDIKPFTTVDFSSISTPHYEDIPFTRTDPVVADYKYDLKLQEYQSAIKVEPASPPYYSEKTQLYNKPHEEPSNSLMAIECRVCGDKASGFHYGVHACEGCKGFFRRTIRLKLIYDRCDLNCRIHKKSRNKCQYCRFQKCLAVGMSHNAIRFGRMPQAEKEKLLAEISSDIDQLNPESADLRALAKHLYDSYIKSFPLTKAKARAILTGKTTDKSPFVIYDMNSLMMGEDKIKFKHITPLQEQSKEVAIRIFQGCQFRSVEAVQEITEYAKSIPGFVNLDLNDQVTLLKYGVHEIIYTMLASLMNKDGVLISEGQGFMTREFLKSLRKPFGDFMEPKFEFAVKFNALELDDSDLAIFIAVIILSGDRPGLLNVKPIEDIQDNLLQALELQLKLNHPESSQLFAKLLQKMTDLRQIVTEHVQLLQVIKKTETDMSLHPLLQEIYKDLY
G6PDH counter – counter-screen for G6PDH assay hits: L. mesenteroides G6PDH inhibition. Purified L. mesenteroides G6PDH, diaphorase/resazurin coupled fluorescence, 45 min. inhibition, % at 5 µM. hit rate 0.12% among 200,000. AID 1020; in the data active = inhibition above about 50%
S1P3 antagonist – antagonists of human S1P3 receptor; inhibition, % at 4.98 µM; CHO S1P3 NFAT-BLA reporter, FRET fluorescence, antagonist mode; hit rate 0.27% among 170,000; Q99500;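 active = inhibition above the plate cutoff, the mean inhibition of test wells on that plate plus 3 SD, cut at about 28% in these data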;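 also: cells challenged with S1P at its EC80 of 0.8 µM; blue over green emission ratio from cleaved BLA substrate after 4 h stimulation; 0% = S1P-stimulated wells and 100% = unstimulated DMSO-only wells; some compounds past the cut are filed as inactive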
Target sequence (Q99500 whole entry, looked up): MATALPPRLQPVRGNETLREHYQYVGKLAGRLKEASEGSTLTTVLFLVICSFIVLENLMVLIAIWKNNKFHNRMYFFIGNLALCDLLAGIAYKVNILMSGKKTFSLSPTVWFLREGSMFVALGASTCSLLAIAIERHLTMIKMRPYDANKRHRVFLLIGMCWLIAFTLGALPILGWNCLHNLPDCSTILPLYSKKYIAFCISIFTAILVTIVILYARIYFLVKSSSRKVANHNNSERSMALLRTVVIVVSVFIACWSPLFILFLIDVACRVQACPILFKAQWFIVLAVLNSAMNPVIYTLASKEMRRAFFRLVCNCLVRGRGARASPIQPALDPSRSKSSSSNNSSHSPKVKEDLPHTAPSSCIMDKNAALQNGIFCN
ROMK primary – modulators of human ROMK potassium channel; hit rate 2% among 130,000; B-score at 10 µM; AID 1918; Tet-inducible ROMK, thallium flux fluorescence; actives lie on both sides;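 active = signal ratio slope over the read window, or its plate-corrected B-score, at least 3 SD from the plate mean, either direction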;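 also: B-score of the F/F0 ratio slope over 7 to 12 s after thallium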
TR-FRET SRC-2 ct – counter-screen for PPARgamma SRC-2 recruitment agonists: TR-FRET artefact | AID 1049 | stronger effect = higher value | TR-FRET ratio at 8 µM | hit rate 0.4% among 200,000; in the data active = TR-FRET ratio above about 2000; also: inactives centre near 1500
Diaph inh CS – diaphorase inhibition or chemical oxidation counter-screen. diaphorase resazurin-to-resorufin fluorescence, NADH, 16 min; bacterial (C. kluyveri) enzyme, not human. inhibition, % at 20 µM. hit rate 0.69% among 190,000. AID 1217;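 active = primary screen inhibition at 20 µM above a set limit, cut at about 50% in these data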;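 also: plate controls were DMSO with full reaction for no effect and wells lacking NADH for full effect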
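Test system: bacterial diaphorase enzyme (C. kluyveri); Quantity: 0.14 U/mL diaphorase, enzyme working solution; Times: reaction incubation of 16 min at room temperature; Measured by: fluorescence of resorufin formed from resazurin, Ex 544/Em 590 nm; Benchmarks: positive control minus NADH, DMSO neutral control.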
PMI act satM6P – increases human PMI activity with near-saturating mannose 6-phosphate | AID 1216 | activation factor at 20 µM | P34949 | hit rate 0.34% among 190,000 | coupled PMI enzyme assay, resazurin fluorescence, 20 min; stronger effect = higher value; 1 = untreated enzyme, 0 = substrate-free blank;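 active = activation factor of 2 or more at 20 µM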
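Material: human phosphomannose isomerase with PGI, G6PDH, diaphorase coupling enzymes; amount: PMI at 15 ng/mL final; also added: Mannose-6-phosphate 1.0 mM (near-saturating) plus 0.22 mM NADP+; incubation: enzyme reaction with compound 20 min at room temperature; signal: resorufin fluorescence (Ex 544/Em 590 nm) from resazurin via diaphorase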
PPARg SRC-3 ag – PPARgamma-driven SRC-3 recruitment agonism; activation, % at 8 µM; P37231; hit rate 0.26% among 200,000; biochemical PPARgamma/SRC-3 coactivator recruitment assay; in the data active = activation above about 23%;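 also: 0% = DMSO and 100% = reference agonist; some compounds past the cut are filed as inactive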
PPARg SRC2 recr – promotes SRC-2 coactivator recruitment by human PPARgamma | activation, % at 8 µM | PPARgamma LBD-SRC-2 recruitment, biochemical | hit rate 0.34% among 200,000; in the data active = activation above about 22%;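 also: 0% = vehicle and 100% = reference agonist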
Diaph act CS – diaphorase activation or chemical reduction counter-screen | Diaphorase/resazurin coupled assay, resorufin fluorescence, 16 min; stronger effect = higher value; 1 = vehicle wells, 0 = NADH-free wells | AID 1229 | activation factor at 20 µM | hit rate 0.005% among 190,000;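 active = diaphorase activity raised at least twofold by the compound at 20 µM; inactive = activation factor below 2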
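Material: purified diaphorase enzyme from Clostridium kluyveri; Also added: 0.114 mM NADH and 0.1 mM resazurin, final amounts; Doses: single compound dose of 20 µM, 1% DMSO final; Times: 16 min enzyme reaction, ambient temperature; Detection: resorufin fluorescence, excitation 544 nm, emission 590 nm; Measure: increased resorufin signal from activators or reducing compounds.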
PMI activator – activators of human phosphomannose isomerase; purified human PMI, coupled resazurin fluorescence, 20 min; stronger effect = higher value; 1 = vehicle control, 0 substrate-free wells; hit rate 0.005% among 190,000; activation factor at 20 µM;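 active = activation factor of 2 or more at 20 µM, relative to plate controls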
* marks the source's active call; other numbers are inactive results; . = not tested or not shown. Hits appear at their usual frequency; overall some 3.3% were active at least once.

SMILES	PPARg SRC1 recr	G6PDH counter	S1P3 antagonist	ROMK primary	TR-FRET SRC-2 ct	Diaph inh CS	PMI act satM6P	PPARg SRC-3 ag	PPARg SRC2 recr	Diaph act CS	PMI activator
CC(=O)N1CC2(CC(=O)OC(C)C)CN(C(C)=O)CC(CC(=O)OC(C)C)(C1)C2=O	0	13	-9	0.3	1466	-4	1	-5	1	1	1
CCNc1ccc2c(Cl)cc(=O)oc2c1	4	30	20	.	1613	-2	1	-1	7	1	0.9
O=C(NCCc1ccccc1)C1CCN(Cc2ccccc2F)CC1	3	7	-11	.	1407	5	1.1	-2	3	0.9	0.9
Cc1ccc([N+](=O)[O-])cc1N=Nc1c(-c2ccc([N+](=O)[O-])cc2)[nH]n(C(N)=S)c1=O	-2	7	-20	-0.065	1491	33	1.1	3	3	0.7	1
CCc1nc(SCc2cccnc2)c2c(=O)n(C)c(=O)n(C)c2n1	2	-39	17	.	1733	10	0.9	2	7	0.9	0.9
CCSc1ncc(C)cc1[N+](=O)[O-]	-5	15	4	-0.012	1372	8	1	1	-1	0.9	1
CCOc1ccc2nc(SC(C)C(N)=O)[nH]c2c1 (stereo not given)	-2	6	-6	.	1595	13	0.8	8	6	0.9	1
CCN(CC)C(=O)C(=O)c1cc(C)n(-c2ccc(F)cc2)c1C	1	5	-8	-1.3	1635	4	1	-2	1	1	1
CC1CCCN(C(=O)C2CCN(S(=O)(=O)c3cccc4cccnc34)CC2)C1 (stereo not given)	9	12	-20	.	1663	12	0.9	8	11	0.9	1
CCOC(=O)N1CCC(NC(=O)C(CC(C)C)NC(=O)C2CCCCC2)CC1 (stereo not given)	-13	-5	.	0.051	1526	10	1	-1	-2	0.9	0.9
O=C(Cc1ccccc1)NS(=O)(=O)c1ccc(N=NN2CCOCC2)cc1	2	2	3	-1	1541	0	1.1	-1	-2	1	1
NC(=O)CN1CCOCCOCCN(CC(N)=O)CCOCCOCC1	3	5	.	1.2	1392	2	1.1	4	5	1	1.1
NC(=O)C1CCN(c2ccc(S(=O)(=O)N3CCCCC3)cn2)CC1	-4	14	4	-1.1	1499	19	0.7	2	-5	0.8	1.3
CCOC(=O)/C(C#N)=C1/C=Cc2ccccc2N1CC	4	8	-1	1.5	1524	0	0.9	-2	1	1	1
Cc1ccc(S(=O)(=O)NC2c3cccc4cccc(c34)C2Sc2n[nH]c(N)n2)cc1 (stereo not given)	4	-32	-19	.	1759	24	0.8	3	-3	0.8	0.8
COc1ccc(CCN2C(=O)CC(N3CCN(c4ccccn4)CC3)C2=O)cc1OC (stereo not given)	-1	10	-19	0.23	1397	-1	1	-8	-12	1	1
O=C(OCc1ccc2c(c1)OCO2)c1cccc(S(=O)(=O)N2CCCCC2)c1	3	8	.	-1	1596	16	0.8	11	9	0.8	0.8
CC(Sc1nncn1C)C(=O)Nc1cc(C(F)(F)F)ccc1N1CCOCC1 (stereo not given)	-2	1	-7	1	1485	15	0.9	1	4	0.8	0.9
COc1ccc(C(=O)N=c2sc3c(C)ccc(OC)c3n2C)cc1	2	-43	.	.	1586	16	0.8	-3	1	0.8	0.9
c1cn(C23CC4CC(CC(C4)C2)C3)cn1	4	4	22	.	1617	14	0.9	-5	3	0.9	0.8
O=C(C[n+]1cc(-c2ccccc2)n2c1CCC2)Nc1nc(-c2ccccc2)cs1	3	-19	-10	-1.4	1603	-1	1	2	-5	1	0.9
COc1ccc(C(=O)Nc2ccc(C(F)(F)F)n(C)c2=O)cc1	2	-14	5	.	1461	4	0.9	5	9	1	1
CC1NC(C)(C)Cc2c1ccc1ccccc21 (stereo not given)	-6	5	-5	-1.5	1526	.	.	3	0	.	.
O=C(/C=N/O)Nc1ccc(F)cc1	6	1	-27	-2.8	1622	3	1.1	1	1	1	1.1
CCOc1ccc(C(=O)Nc2cc(C)c3c(=O)oc4ccccc4c3n2)cc1	15	12	-4	.	1566	-8	1	1	-7	1.1	1.1
CCC1CCC2(CC1)NC(CO)(CO)CO2 (stereo not given)	5	12	-72	0.42	1583	12	0.9	-3	7	0.9	0.9
CCOc1ccc(CC(=O)NNC(=S)NC2CCCCC2)cc1OCC	4	0	.	.	1611	13	1	2	12	0.9	1
O=C(COc1ccc([N+](=O)[O-])cc1)Nc1ccncc1	5	6	-17	.	1698	5	0.9	-3	2	0.9	0.9
C=CCNC(=O)COc1ccccc1C#N	1	7	0	0.96	1645	6	1	2	4	0.9	1.1
O=C(c1cc(-c2ccc(Cl)c(Cl)c2)on1)N1CCCC1	4	-5	-8	.	1602	-4	1	5	-1	1	0.9

Given in markdown: entries from further up.
| mol | PPARg SRC1 recr | G6PDH counter | S1P3 antagonist | ROMK primary | TR-FRET SRC-2 ct | Diaph inh CS | PMI act satM6P | PPARg SRC-3 ag | PPARg SRC2 recr | Diaph act CS | PMI activator |
| --- | --- | --- | --- | --- | --- | --- | --- | --- | --- | --- | --- |
| O=C(c1cc(-c2ccc(Cl)c(Cl)c2)on1)N1CCCC1 | 4 | -5 | -8 | . | 1602 | -4 | 1 | 5 | -1 | 1 | 0.9 |
| O=C(C[n+]1cc(-c2ccccc2)n2c1CCC2)Nc1nc(-c2ccccc2)cs1 | 3 | -19 | -10 | -1.4 | 1603 | -1 | 1 | 2 | -5 | 1 | 0.9 |

New compounds follow:
SMILES	PPARg SRC1 recr	G6PDH counter	S1P3 antagonist	ROMK primary	TR-FRET SRC-2 ct	Diaph inh CS	PMI act satM6P	PPARg SRC-3 ag	PPARg SRC2 recr	Diaph act CS	PMI activator
O=C(NC1CC2CCCC(C1)N2S(=O)(=O)c1ccccc1)c1ccco1 (stereo not given)	6	10	.	.	1462	-1	1	7	5	1	1
Cc1ccc(/C=N/n2c(C)nnc2C)s1	3	5	-3	.	1508	10	1	-4	6	0.9	0.9
Cc1ccc(NC(=O)Nc2ccc(C(=O)N3CCOCC3)cc2)cc1	-3	-1	.	1.2	1417	3	1.1	0	-2	1	1
O=C(N/N=C/c1cccc2ccccc12)c1n[nH]c2c1CCCC2	7	-2	-9	1.3	1656	1	1	4	6	1	1
Cc1cc(N2C(=O)CC(N3CCN(C(c4ccccc4)c4ccccc4)CC3)C2=O)no1 (stereo not given)	-4	-2	-20	1.7	1305	12	1	0	1	0.9	1
CCC(c1nnnn1CS(=O)(=O)c1ccc(C)cc1)N1CCN(c2nc3ccccc3s2)CC1 (stereo not given)	-8	3	-6	.	1229	28	0.9	-7	-5	0.7	0.9
CCCNC(=O)c1cc(S(=O)(=O)N2CCc3ccccc32)ccc1F	2	10	-13	.	1430	-11	1.1	-1	6	1.1	1.1
CCOc1ccc(N(CC(=O)Nc2ccc3c(c2)OCCO3)S(=O)(=O)c2c(C)noc2C)cc1	-3	-3	27	.	1263	29	0.9	1	-7	0.7	0.9
Cc1cccc(Oc2nc(CN3CCOCC3)nc3sc4c(c23)CCCC4)c1	0	10	0	-0.48	1509	19	0.9	1	-13	0.8	0.9
Cc1[nH]n(-c2ccccc2)c(=O)c1-c1cccc(Cl)c1	1	1	.	.	1580	1	1.1	4	-3	1	1
O=C(Nc1ccccn1)c1ccc2c(c1)S(=O)(=O)c1ccccc1C2=O	3	10	-9	-0.011	1763	12	1	7	8	0.9	0.9
CCC1Oc2ccc(C)cc2N(CC(=O)NCc2ccco2)C1=O (stereo not given)	3	10	-6	0.3	1429	20	0.9	1	6	0.8	0.9
COCCN(Cc1cc2cc3c(cc2[nH]c1=O)OCO3)C(=O)c1cccs1	5	2	-10	0.25	1641	14	0.9	-6	-3	0.9	0.9
Cc1cccc(NC(=O)C2CCCN(S(=O)(=O)c3c(C)nn(C)c3C)C2)n1 (stereo not given)	4	-4	20	.	1485	10	1	0	2	0.9	1
CN(c1ccc(C(=O)NCCSC(C)(C)C)cc1)S(=O)(=O)c1ccccc1	6	3	9	.	1590	26	1	0	-4	0.7	0.9

Sorted by the number under S1P3 antagonist (ascending): some entries from above
| molecule | S1P3 antagonist |
| --- | --- |
| O=C(/C=N/O)Nc1ccc(F)cc1 | -27 |
| CCC1Oc2ccc(C)cc2N(CC(=O)NCc2ccco2)C1=O (stereo not given) | -6 |
| CCc1nc(SCc2cccnc2)c2c(=O)n(C)c(=O)n(C)c2n1 | 17 |
| CCOc1ccc(N(CC(=O)Nc2ccc3c(c2)OCCO3)S(=O)(=O)c2c(C)noc2C)cc1 | 27 |

More structures.
SMILES	PPARg SRC1 recr	G6PDH counter	S1P3 antagonist	ROMK primary	TR-FRET SRC-2 ct	Diaph inh CS	PMI act satM6P	PPARg SRC-3 ag	PPARg SRC2 recr	Diaph act CS	PMI activator
Nn1c(SCC(=O)NC(=O)NCc2ccccc2)nnc1C1CC1	-5	11	-11	0.29	1426	7	1	5	-1	0.9	1
CC(C)c1onc(C(=O)NC2CCCC2)c1[N+](=O)[O-]	-4	2	-4	0.28	1448	1	1.1	2	-4	1	1.1
O=C(O)CCC(=O)N1CCc2cc(S(=O)(=O)Nc3ccc4c(c3)OCCO4)ccc21	0	5	-2	.	1579	20	0.9	11	9	0.8	0.9
CC(C)CCn1c(Oc2ccccc2Cl)nc2c1c(=O)n(C)c(=O)n2C	-4	0	.	.	1574	-4	1.1	-3	2	1	1.1
CC1(C)NC(=O)N(CC(O)Cn2nnc3ccccc32)C1=O (stereo not given)	0	-11	.	-0.26	1762	12	0.9	11	3	0.9	0.9
Cc1cccn2cc(-c3ccc(S(=O)(=O)N4CCOCC4)cc3)nc12	7	19	-14	.	1734	22	0.8	9	13	0.8	1
O=C(Cc1ccc([N+](=O)[O-])cc1)N/N=C/c1ccco1	10	-1	6	-1.2	1736	0	1.1	3	2	1	1
O=C(NCc1ccco1)c1sc2cccc(F)c2c1Cl	0	2	15	.	1583	-1	1.1	6	10	1	1.1
Cc1ccc2c(c1)c(N=NC(N)=O)c(O)n2C	-2	6	2	1.9	1481	22	0.9	5	-4	0.8	0.9
COc1ccc(CCNC(=O)CSc2nc(N)c(C#N)c(-c3cccs3)c2C#N)cc1OC	3	2	-3	-1.6	1660	32	0.8	13	4	0.7	0.9
CCc1nc2ccc(C(=O)O)cc2nc1CC	-6	-17	-9	.	1447	23	0.9	1	-3	0.8	0.9
CN1CCCN(C(c2ccccc2)c2ccc(Cl)cc2)CC1 (stereo not given)	12	8	-5	.	1647	3	1.1	4	3	1	1.2
CCC(C)Nc1nc2c(c(=O)[nH]c(=O)n2C)n1CCC(C)C (stereo not given)	1	4	-14	.	1391	6	0.9	-2	0	0.9	1
Cc1ccc(-c2n[nH]c(=S)n2/N=C\c2ccco2)cc1	-1	-19	-16	-0.18	1468	46	0.9	4	-10	0.5	0.9
c1ccc(-c2csc3ncnc(N4CCOCC4)c23)cc1	4	9	2	-0.01	1817	.	.	1	12	.	.
